# RAD54 branch: blocks human RAD54 Holliday junction branch migration | Q92698 | inhibition, % at 10.4 µM | hit rate 0.14% among 360,000 | FAM/BHQ fluorescence;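 active = mean normalized replicate activity at least 40 and at least half of replicates scoring 40 or more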;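 also: 0% = median of neutral control wells and 100% = median of positive control wells; inhibitors cause a drop in the FAM fluorescence signal; in these data hits start at about 50%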
# Target sequence (Q92698 whole entry, looked up): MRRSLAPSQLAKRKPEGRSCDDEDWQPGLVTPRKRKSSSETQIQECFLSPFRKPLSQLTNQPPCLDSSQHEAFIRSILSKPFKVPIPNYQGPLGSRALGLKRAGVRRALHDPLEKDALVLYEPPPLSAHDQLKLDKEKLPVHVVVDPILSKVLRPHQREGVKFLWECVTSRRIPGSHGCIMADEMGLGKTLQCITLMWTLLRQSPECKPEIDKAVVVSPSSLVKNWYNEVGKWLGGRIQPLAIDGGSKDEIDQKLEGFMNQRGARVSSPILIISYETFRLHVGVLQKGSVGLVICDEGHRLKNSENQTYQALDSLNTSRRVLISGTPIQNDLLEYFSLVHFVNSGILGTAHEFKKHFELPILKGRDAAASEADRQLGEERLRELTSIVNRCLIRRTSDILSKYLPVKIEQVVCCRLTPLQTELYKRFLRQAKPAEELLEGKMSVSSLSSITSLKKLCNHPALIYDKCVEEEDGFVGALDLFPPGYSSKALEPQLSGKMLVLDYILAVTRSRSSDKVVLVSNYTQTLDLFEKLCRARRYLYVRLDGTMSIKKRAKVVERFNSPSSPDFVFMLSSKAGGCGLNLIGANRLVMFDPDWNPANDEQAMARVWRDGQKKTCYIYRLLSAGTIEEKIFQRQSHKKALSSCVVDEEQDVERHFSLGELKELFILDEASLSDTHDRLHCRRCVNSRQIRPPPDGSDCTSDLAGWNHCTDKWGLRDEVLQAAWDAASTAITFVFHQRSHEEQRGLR
# esBAF inh: SWI/SNF esBAF complex inhibition; reporter increase, % at 12.5 µM; hit rate 2% among 350,000; mouse ES cells, Bmi1-luciferase knock-in reporter, 24 h; 100% = twice the neutral-well signal; in the data active = activation above about 40%;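 also: 0% = median of the plate's neutral control wells and 100% = double that signal; a rise in the Bmi1 reporter signal indicates esBAF inhibition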
# * hit, by the source's call.
structure	RAD54 branch	esBAF inh
CC1Cc2ccccc2N1C(=O)COC(=O)Cn1nnc(-c2ccccc2)n1 (centres undefined)	6	-4
CN1CCc2c(sc3c2c(=O)n(-c2cccc(Cl)c2)c2nncn32)C1	3	-7
Cc1ccc(-c2onc3ccc(C=O)cc23)cc1	3	22
CC1Cc2cc(C(=O)O)ccc2O1 (centres undefined)	12	-6
O=c1c2ccccc2nc2c3ccccc3c3nncn3n12	-2	-7
O=C(C1CC1)N1CCc2cc(S(=O)(=O)NCCC3=CCCCC3)ccc21	14	11
CCOC(=O)c1cc(-c2ccc3c(c2)OCCO3)nc2c1c(C)nn2CCC#N	-3	-10
O=C(c1cc(-c2cccs2)nc2ccccc12)N1CCN(S(=O)(=O)c2ccccc2)CC1	-1	8
CC(Sc1nc(-c2ccccc2)cc(C(F)(F)F)n1)C(=O)NCCN1CCOCC1 (centres undefined)	-4	7
Cc1cc(C)nc(NC2=NC3CCCCC3N2)n1 (centres undefined)	-14	-1
CCN(C1CCCCC1)S(=O)(=O)c1ccc(OC)c(C)c1	2	0
CC(OC(=O)c1ccccc1NCc1ccco1)C(=O)Nc1ncc(Cl)cc1Cl (centres undefined)	-4	2
O=C(Nc1ccccn1)C1CCN(S(=O)(=O)c2cccc3nonc23)CC1	2	-9
COC(=O)[C@@]1(Cc2ccc(F)cc2)[C@@H]2[C@@H](CC(=O)[C@H]2CC(=O)C(=O)N(C)C)CN1C(=O)c1ccccc1	-2	5
Cc1cccc(NC2=CC(=O)OC(C)C2)c1 (centres undefined)	-8	-9
Cc1cc(C(=O)OCC(=O)NCc2ccco2)c(C)n1-c1ccccc1	4	0
CCOc1ccc(S(=O)(=O)Nc2cccc(OC)c2)cc1	0	-7
COc1cccc(CNc2nc3ccccc3n2CCN2CCCCC2)c1OC	11	-10
COc1ccc(NC(=O)Nc2ccccc2C(N)=O)cc1OC	-2	-11
c1ccc2ncccc2c1	-5	6
COc1ccc(-n2c(/C=C(\C)O)nc(=O)c3c(C)cc(C)nc32)cc1	-16	-11
Nc1ncnc(Nc2cccc(C(F)(F)F)c2)n1	-2	-4
O=C(NC1CC1)c1ccc(COc2ccc(F)cc2)o1	-7	-2
CC(=O)Nc1ccc(S(=O)(=O)NC2=NCN(CCOC(=O)c3ccccc3)CN2)cc1	0	-5
Cc1c(Br)ccc(NC(=O)CCN2C(=O)C3C4CCC(C4)C3C2=O)c1C (centres undefined)	-3	22
O=C(CN(C(=O)CCC(=O)Nc1nccs1)c1ccc(F)c(Cl)c1)NCc1ccco1	7	-6
Cc1ccc(CCNC(=O)C2CCN(S(=O)(=O)c3cccc4nonc34)CC2)cc1	-3	-5
O=P(O)(O)COc1ccccc1P(=O)(c1ccccc1)c1ccccc1	-5	-6
COC(=O)CN(c1cc(C(F)(F)F)ccc1Cl)S(C)(=O)=O	-1	-1
O=c1cc(CNCCCO)c2ccccc2[nH]1	-5	0
O=C(OCc1nnc(-c2ccccc2)o1)c1cc(S(=O)(=O)N2CCOCC2)c(Cl)cc1Cl	10	2
Nn1c(=O)c2ccccc2n2c(SCc3ccccc3)nnc12	2	-6
O=C(NCC1CCCO1)c1cccc(NC(=O)c2ccco2)c1 (centres undefined)	-4	2
C[C@@]12C(=O)Nc3ccc(Br)cc3C(=O)N1[C@H]1c3cc(Cl)ccc3OC[C@@H]1[C@@H]2c1ccccc1	-11	3
Cc1cc(N2CCN(C(c3ccccc3)c3ccccc3)CC2)n2ncnc2n1	-11	-2
CC1Cc2ccccc2N1C(=O)CN1C(=O)C(=O)N(Cc2ccccc2)C1=O (centres undefined)	2	-8
Cc1cc(C)cc(NC(=O)C2CCN(S(=O)(=O)c3c(C)n[nH]c3C)CC2)c1	-8	-10
Nc1cc(N)nc(SCC(=O)N2CCc3ccccc32)n1	-10	37
COc1ccc(NC2=NCC(=O)N2Cc2cccs2)cc1	-24	-5
CCN(C(C)=O)c1cccc2ccccc12	-3	9
COc1ccc(S(=O)(=O)N(C)C)cc1NC(=O)[C@H](Cc1ccccc1)N1C(=O)c2ccccc2C1=O	-1	-2
CC1CCc2nc(NCCO)nc(C(F)(F)F)c2C1 (centres undefined)	-13	-3
CCC(c1nnnn1CCOC)N1CCN(Cc2ccccc2OC)CC1 (centres undefined)	-8	3
Cc1ccc(C(=O)N2CCN(c3ccc(Cl)cc3)CC2)cc1	0	3
Cc1ccc(CNC(=O)C2(C(F)(F)F)C/C(=C\Cc3ccccc3)CCCO2)o1 (centres undefined)	11	-11
CCOC(=O)C1CCN(C(=O)CN(c2cccc(C(F)(F)F)c2)S(C)(=O)=O)CC1	4	-10
O=C(Nc1cccc(C(F)(F)F)c1)C12CC3CC(CC(C3)C1)C2	-1	2
O=C(COC(=O)C1CC1)Nc1ccc(Oc2ccccc2)cc1	-4	17
CCCOc1ccccc1C1CC(=O)Nc2cc3c(cc21)OCO3 (centres undefined)	2	-44
CC(C)OC(=O)CSc1nc2ccccc2s1	-5	13
COc1cc(OC)c(C2=NOC(C(=O)NCc3ccc4c(c3)OCO4)C2)cc1Cl (centres undefined)	0	5
CCOc1cc(CN2CCN(c3cccc(C(F)(F)F)c3)CC2)ccc1O	4	0
O=C(NCc1ccccc1)N1CCN(c2ccc(Cl)c(Cl)c2)CC1	1	13
COc1ccc(-c2cc(=O)[nH][nH]2)cc1OC	2	-4
Clc1ccc(Cn2ncc3c(N4CCCC4)ncnc32)cc1	-5	17
Cc1nc2ccccc2n1CC(=O)OCC(=O)Nc1ccc2c(c1)OCCO2	-6	-5
CC1CCN(C(=O)Cn2c(=O)n(Cc3ccc4c(c3)OCO4)c(=O)c3ccccc32)CC1	-3	7
O=S(=O)(NCCc1ccc2c(c1)OCCO2)c1cccs1	-3	12
CCOC(=O)CP(=O)(c1ccccc1)c1ccccc1	3	10
CCOC(=O)c1sc(C)c(C(=O)NCC(C)(C)CN(C)C)c1N	-3	3

# 24 successive compounds out of the list so far:
structure	RAD54 branch	esBAF inh
C[C@@]12C(=O)Nc3ccc(Br)cc3C(=O)N1[C@H]1c3cc(Cl)ccc3OC[C@@H]1[C@@H]2c1ccccc1	-11	3
Cc1cc(N2CCN(C(c3ccccc3)c3ccccc3)CC2)n2ncnc2n1	-11	-2
CC1Cc2ccccc2N1C(=O)CN1C(=O)C(=O)N(Cc2ccccc2)C1=O (centres undefined)	2	-8
Cc1cc(C)cc(NC(=O)C2CCN(S(=O)(=O)c3c(C)n[nH]c3C)CC2)c1	-8	-10
Nc1cc(N)nc(SCC(=O)N2CCc3ccccc32)n1	-10	37
COc1ccc(NC2=NCC(=O)N2Cc2cccs2)cc1	-24	-5
CCN(C(C)=O)c1cccc2ccccc12	-3	9
COc1ccc(S(=O)(=O)N(C)C)cc1NC(=O)[C@H](Cc1ccccc1)N1C(=O)c2ccccc2C1=O	-1	-2
CC1CCc2nc(NCCO)nc(C(F)(F)F)c2C1 (centres undefined)	-13	-3
CCC(c1nnnn1CCOC)N1CCN(Cc2ccccc2OC)CC1 (centres undefined)	-8	3
Cc1ccc(C(=O)N2CCN(c3ccc(Cl)cc3)CC2)cc1	0	3
Cc1ccc(CNC(=O)C2(C(F)(F)F)C/C(=C\Cc3ccccc3)CCCO2)o1 (centres undefined)	11	-11
CCOC(=O)C1CCN(C(=O)CN(c2cccc(C(F)(F)F)c2)S(C)(=O)=O)CC1	4	-10
O=C(Nc1cccc(C(F)(F)F)c1)C12CC3CC(CC(C3)C1)C2	-1	2
O=C(COC(=O)C1CC1)Nc1ccc(Oc2ccccc2)cc1	-4	17
CCCOc1ccccc1C1CC(=O)Nc2cc3c(cc21)OCO3 (centres undefined)	2	-44
CC(C)OC(=O)CSc1nc2ccccc2s1	-5	13
COc1cc(OC)c(C2=NOC(C(=O)NCc3ccc4c(c3)OCO4)C2)cc1Cl (centres undefined)	0	5
CCOc1cc(CN2CCN(c3cccc(C(F)(F)F)c3)CC2)ccc1O	4	0
O=C(NCc1ccccc1)N1CCN(c2ccc(Cl)c(Cl)c2)CC1	1	13
COc1ccc(-c2cc(=O)[nH][nH]2)cc1OC	2	-4
Clc1ccc(Cn2ncc3c(N4CCCC4)ncnc32)cc1	-5	17
Cc1nc2ccccc2n1CC(=O)OCC(=O)Nc1ccc2c(c1)OCCO2	-6	-5
CC1CCN(C(=O)Cn2c(=O)n(Cc3ccc4c(c3)OCO4)c(=O)c3ccccc32)CC1	-3	7

# Carrying on:
structure	RAD54 branch	esBAF inh
CCCNC(=O)c1ccc2c(=O)c(O)c(-c3ccc(F)cc3)[nH]c2c1	0	-10
Cc1ccc(OCCCn2c(CO)nc3ccccc32)cc1	-2	34
Cc1nc(NC(C)c2ccccc2)c2c3c(sc2n1)CCC3 (centres undefined)	6	-8
O=C1CC(N2CCN(c3ccccc3)CC2)C(=O)N1CCc1ccccc1 (centres undefined)	3	-1
Cn1nnnc1SCC(=O)NCc1ccccc1	-6	1
O=C(CCCSc1ccccc1)Nc1nc(-c2ccccn2)cs1	5	-7
O=C(O)c1cccc(NC(=O)C2CC(=O)N(Cc3ccccc3)C2)c1 (centres undefined)	8	-8
CCn1c(SCC(=O)c2c[nH]c3ccccc23)nnc1-c1cccs1	-10	13
CC(C)COc1ccc(-c2nnc(-c3ccco3)o2)cc1	-6	-17
Cc1ccc2[nH]c(=O)c(-c3nc4cc(C)ccn4c3NCc3ccco3)cc2c1	-8	69*
O=C(CCCCCN1C(=O)c2ccccc2C1=O)NC1CCCC1	1	-9
COc1ccc(C2C(C(=O)c3sc(C)nc3C)=C(O)C(=O)N2CCN(C)C)cc1OC (centres undefined)	-10	-14
CC1CC(=O)Nc2ccccc2S1(=O)=O (centres undefined)	-13	-5
O=C(Nc1cc(C(F)(F)F)ccc1Cl)C1CCN(c2nnc(-n3cccc3)s2)CC1	4	8
CN(C)CCNC(=O)Nc1cccc(Cl)c1Cl	-1	-7

# Part of the list above, with two lines to a compound:
# Order of values: RAD54 branch	esBAF inh
> Cc1ccc2[nH]c(=O)c(-c3nc4cc(C)ccn4c3NCc3ccco3)cc2c1
 : -8	69*
> O=C(CCCCCN1C(=O)c2ccccc2C1=O)NC1CCCC1
 : 1	-9
> COc1ccc(C2C(C(=O)c3sc(C)nc3C)=C(O)C(=O)N2CCN(C)C)cc1OC (centres undefined)
 : -10	-14

# Other compounds
structure	RAD54 branch	esBAF inh
CN(C)c1ccc(CN(C(=O)C2COc3ccccc3O2)C2CCS(=O)(=O)C2)cc1 (centres undefined)	-4	-6
O=C(c1cc2sccc2n1Cc1ccc(F)cc1)N1CCc2ccccc21	4	12
CCC(SC1=N/C(=C/c2ccccc2OC)C(=O)N1c1ccccc1)C(=O)Nc1cc(C)on1 (centres undefined)	5	7
Cc1ccccc1Cn1cccc1/C=C1/C(=N)N2C=CSC2=NC1=O	-8	6
CCOc1ccc(OCC)c(NC(=O)C2CCN(S(=O)(=O)c3cccc4nonc34)CC2)c1	-5	1
CC(C)Oc1ccc(CCc2n[nH]c(=S)n2Cc2ccccc2)cc1	14	11
O=C(C1CCCN(c2ncccn2)C1)N1CCc2ccccc21 (centres undefined)	10	-1
Cc1ccc(C(=O)O/N=C/c2c(Cl)n(C)c3ccccc23)cc1	-6	-10
Cc1cc(-c2csc(N)n2)c(C)n1CCC(C)C	2	-3
COC(=O)c1cc(Br)c(=O)n(-c2ccccc2OC)c1	10	-4
O=C(Nc1cccc(-c2nc3ccccc3s2)c1)c1cc(-n2cnnc2)ccc1Cl	-10	82*
CCc1ccc(NC(=O)[C@H](C)NC(=O)C2CCN(C(=O)[C@@H](N)Cc3ccccc3)CC2)cc1	6	-11
Cc1ccc2ncnc(NCCCN3CCOCC3)c2c1	10	7
Cc1cc(C)n(-c2ccc(C(=O)Nc3nc4ccccc4s3)cc2)n1	-12	44*
O=C(NCCCN1CCCC1=O)c1ccc(CNS(=O)(=O)c2ccc(F)cc2)cc1	-2	-9
Cc1cc(C)nc(SCC(=O)Nc2ccc(N3CCOCC3)c(Cl)c2)n1	-6	-12
O=C(O)C1CCCCC1C(=O)NCCc1cccc(Cl)c1 (centres undefined)	-1	-4
Cc1cc(C)n(C(=O)CNC(=O)C(c2ccccc2)c2ccccc2)n1	1	-2
CC1(C)CC(NS(=O)(=O)c2ccccc2)CC(C)(C)N1	-3	-13
O=C1Nc2ccc(S(=O)(=O)NCc3ccco3)c3cccc1c23	-8	1
Cc1ccc2nc(CSc3nc(C)cc(C)c3C#N)[nH]c2c1	-7	-7
CC(=O)c1cccc(N(CC(=O)N2CCOCC2)S(C)(=O)=O)c1	0	3
CCOC(=O)c1cc(Br)c(=O)n2ccccc12	3	-9
Fc1ccc(Cn2c(SCc3ccc(F)c(F)c3)nnc2C(F)(F)F)cc1	-2	5
CCOc1cc(S(=O)(=O)N2CCCCC2)ccc1Cl	8	-7
CN1CCN(c2nc3c(c(=O)[nH]c(=O)n3C)n2Cc2ccccc2F)CC1	-4	6
O=C1OC(c2ccccc2)=C/C1=C\N1CCOCC1	0	2
CCC(=O)NC(=S)Nc1ccccc1OC	-8	0
COc1ccc(/C=C/c2c([N+](=O)[O-])c(=O)n(C)c(=O)n2C)cc1OC	-14	4

# An excerpt (hit frequency here may not be typical).
